LmPK inh: LmPK (Leishmania mexicana) enzyme inhibition | Q27686 | purified LmPK, Kinase-Glo ATP luminescence, 1 h | Potency, µM (titrated, usually from 57.5 µM), for the others: top-dose activity change, negative = inhibition, actives largely listed as inhibitors | 290,000 tested, 0.37% active | AID 1721
Target sequence (Q27686 whole entry, looked up): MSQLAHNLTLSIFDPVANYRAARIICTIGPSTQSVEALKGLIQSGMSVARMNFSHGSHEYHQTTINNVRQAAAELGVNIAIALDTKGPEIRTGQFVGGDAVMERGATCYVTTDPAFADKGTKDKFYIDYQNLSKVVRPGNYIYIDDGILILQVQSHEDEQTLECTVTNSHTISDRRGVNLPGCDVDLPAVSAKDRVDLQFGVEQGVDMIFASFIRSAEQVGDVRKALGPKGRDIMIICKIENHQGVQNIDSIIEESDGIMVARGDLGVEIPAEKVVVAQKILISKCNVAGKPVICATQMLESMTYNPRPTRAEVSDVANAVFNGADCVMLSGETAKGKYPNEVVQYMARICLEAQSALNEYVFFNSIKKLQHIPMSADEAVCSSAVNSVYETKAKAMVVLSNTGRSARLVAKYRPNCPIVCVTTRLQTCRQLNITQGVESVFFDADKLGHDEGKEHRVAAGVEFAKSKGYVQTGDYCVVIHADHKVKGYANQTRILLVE
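Purified LmPK (0.1 nM) with 0.5 mM PEP and 0.1 mM ADP in imidazole buffer pH 7.2 with MgCl2/KCl, 1 h at room temperature. ATP formed was read by luciferase luminescence and normalized to no-enzyme and uninhibited controls.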
Sm TGR inh: inhibitors of Schistosoma mansoni thioredoxin glutathione reductase | purified TGR, DTNB reduction, TNB absorbance 405 nm | Q962Y6 | 360,000 tested, 3% active | Potency, µM (highest dose often 114 µM), for inactives: top-dose activity change, negative = inhibition, actives largely listed as inhibitors; note: nearly all actives have a fitted effect of over 60% in size
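Kinetic colorimetric format: TGR-catalysed, NADPH-driven DTNB reduction monitored via TNB absorbance. Enzyme dispensed at 20 nM; compound exposure 15 min at room temperature before reaction start.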
TbPYK inhibitor: T. brucei pyruvate kinase inhibition | Q57TT1 | TbPYK enzyme, Kinase-Glo Plus ATP luminescence, 45 min | Potency, µM (highest dose often 76.8 µM), for the others: top-dose activity, negative = inhibition, most hits filed as inhibitors | 410,000 tested, 0.12% active | AID 624173; note: nearly all actives have a fitted effect of over 50% in size
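In this concentration-response screen, enzyme-free wells defined baseline while DMSO plates tracked drift. Each reaction combined TbPYK, substrate, compound and 130 uM ADP for 45 min at room temperature. Kinase-Glo Plus luminescence gave the signal.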
Pf growth 48h: inhibits P. falciparum growth in the first generation, 48 h; P. falciparum luciferase growth in erythrocytes, 48 h; Potency, µM (titrated, usually from 28.7 µM), for the others: at the highest dose activity change, negative = inhibition, hits mostly inhibitors; 310,000 tested, 5.9% active; AID 504832
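Read-out is firefly luciferase luminescence from an integrated reporter in P. falciparum, so falling signal marks reduced parasite growth. Infected erythrocytes were at 2% hematocrit and 0.1% parasitemia (final) in Albumax-supplemented RPMI 1640.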
HCV inhibitor: HCV inhibition; 340,000 tested, 3.4% active; Potency, µM (doses to about 41.8 µM), inactives show top-dose activity change, negative = inhibition, hits mostly inhibitors; Huh7.5.1 HCVcc-Cre infection, luciferase reporter, 44 h
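Whole-lifecycle infectious HCVcc-Cre system; cells 1,000/well, compound then virus (~0.5 moi) added 4 h after plating, 44 h culture. Luciferase read 15 sec following 15 min substrate incubation, room temp.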
Pf growth 96h: P. falciparum growth inhibition at 96 hours. P. falciparum luciferase reporter growth, 96 h. AID 504834. 320,000 tested, 6.9% active. Potency, µM (series often up to 28.7 µM), for the others: at the highest dose activity change, negative = inhibition, actives largely listed as inhibitors
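Delayed-death screen, second-generation endpoint: infected erythrocytes, 2% hematocrit, 0.05% parasitemia final; 96 hours at 37 C, 5% CO2; luciferase detection reagent; luminescence decrease equals reduced growth.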
Starred values were filed as active, the others as inactive; u = inconclusive; x = no result given; & = joins results of further samples; [ ] = another dose, or the depositor's remark. Calls come from the whole dose curve; as a rule, active = well fitted curve in the direction sought with a large enough effect; inconclusive = small, poorly fitted or top-dose-only effect, or another doubt; inactive = no such curve, though single readings can be large; an effect the other way counts as inactive or inconclusive. % is set by controls: 0 for no effect and ±100 for the full control effect; potency is the fitted concentration of half-maximal effect.

(1) CCn1nc(NS(=O)(=O)c2ccc(NC(C)=O)cc2)c2cc3cccc(C)c3nc21
(2) COCCCN1CN(Cc2ccco2)CNC1=S
(3) CN1C(=O)c2ccc(NC(=O)c3cccc4ccccc34)cc2C1=O
(4) COc1ccc(S(=O)(=O)Oc2ccccc2C(=S)N2CCOCC2)cc1
(5) CCC(=O)Nc1ccc(C(=O)CSc2nc3ccccc3cc2CC)cc1
(6) Cc1nc(C)c(-c2ccc(SCc3cccc(F)c3)nn2)s1
(7) CCCOc1ccc(N2C(=O)C3C4C=CC(CC4)C3C2=O)cc1 (stereo unspecified)
(8) COc1ccccc1/C=C/C(=O)OCC(=O)Nc1ccc(Cl)cn1
(9) O=C(CCl)N1c2ccccc2SCC1c1ccccc1 (stereo unspecified)
(10) COc1ccc(N(C(=O)c2ccco2)S(=O)(=O)c2cc(Cl)c(Cl)cc2Cl)cc1

Compound | 1 | 2 | 3 | 4 | 5 | 6 | 7 | 8 | 9 | 10
LmPK inh | -7% | -9% | -2% | 1% | 8% | 0% | -5% | 7% | -6% | 13%
Sm TGR inh | 1% | 1% | 5% | 1% | -2% | -15% | 10% | 13% | 2.8µM* | -7%
TbPYK inhibitor | -1% | 0% | -11% | x | -7% | 1% | -2% | -6% | -15% | -1%
Pf growth 48h | 19% | 22% | 3% | -8% | u | -2% | 19% | 33%[activator] | u | x
HCV inhibitor | 17% | 9% | 6% | x | -22% | u | 17% | -12% | u | -11%
Pf growth 96h | u | 3% | 170%[activator] | u | -2% | 63%[activator] | u | 5% | u | -29%

(11) Cc1ccc(NC(=O)C(=O)NCCN2CCN(Cc3ccc([N+](=O)[O-])cc3)CC2)cc1
(12) O=C(Nc1ccc(NC(=O)c2ccccn2)cc1)C(=O)Nc1ccc2c(c1)OCCO2
(13) CCOC(=O)C1CCN(C(=O)c2cccs2)CC1
(14) Cc1ccc(CN2CCSc3ccc(C(=O)NCc4ccccn4)cc32)cc1
(15) CNc1oc(-c2cccs2)nc1S(=O)(=O)c1ccccc1
(16) c1ccc(-c2nn3c(Cn4cnc5ccccc54)nnc3s2)cc1
(17) COc1ccc(-n2cnc3cc(NCc4cccs4)ccc32)cc1
(18) CC(CCc1ccco1)NC(=O)Nc1cccc(F)c1 (stereo unspecified)
(19) NC1=NC(c2ccc(Br)cc2)n2c(nc3ccccc32)N1 (stereo unspecified)
(20) CCOc1ccc(NC2=CC(=O)CC(c3ccco3)C2)cc1 (stereo unspecified)

Compound | 11 | 12 | 13 | 14 | 15 | 16 | 17 | 18 | 19 | 20
LmPK inh | -1% | -11% | 4% | 4% | 1% | 1% | 4% | 1% | 4% | -5%
Sm TGR inh | -1% | 24% | 0% | 4% | -18% | 3% | 13% | -32% | 2% | x
TbPYK inhibitor | -5% | -6% | -5% | -8% | 4% | -27% | -18% | -3% | -9%&5% | 3%
Pf growth 48h | 13% | 46%[activator] | 0% | u | -7% | -19% | u | -9% | -5% | u
HCV inhibitor | u | 9% | -7% | -8% | -6% | u | u | -25% | 9%&11% | 2%
Pf growth 96h | 0.47µM* | u | -2% | u | -5% | x | 8% | u | -23% | 19%

(21) O=C(NCCN1CCOCC1)c1cc(-c2ccc(Cl)cc2Cl)on1
(22) CCC(CC)NC(=O)c1ccccc1Oc1ccccc1
(23) Nc1nc(SCC(=O)c2cc(F)ccc2F)n[nH]1
(24) CCN(CC(=O)Nc1ccc(NC(C)=O)cc1)C(=O)Cc1ccc(S(=O)(=O)N2CCOCC2)s1
(25) COc1ccc(-c2noc(CSc3nnc(Cc4ccccc4)n3-c3cccc(C)c3)n2)cc1OC
(26) CCOC(=O)c1c(C)n(C)c2ccc(OC)c(NC(=O)CN3CCC(C(=O)OCC)CC3)c12
(27) CC(c1ccco1)N(C(=O)c1ccccc1NS(=O)(=O)c1ccc(Cl)cc1)c1ccccn1 (stereo unspecified)
(28) Cc1ccc(S(=O)(=O)N(CC(=O)N=Nc2c(O)[nH]c3ccccc23)c2ccc(C)c(C)c2)cc1
(29) Cc1cc(NC(=O)CSc2nc3ccccc3n2CC(=O)N2CCCCC2)no1
(30) CCC(C)NC(=O)NC(=O)N(C1CCCCC1)S(C)(=O)=O (stereo unspecified)

Compound | 21 | 22 | 23 | 24 | 25 | 26 | 27 | 28 | 29 | 30
LmPK inh | -1% | 2% | 2% | x | 7% | 5% | 4% | 0% | -4% | 5%
Sm TGR inh | -22% | 3% | 1% | 8% | 3% | 6% | -24% | 2% | 1% | -30%
TbPYK inhibitor | 1% | -1% | -2% | 2% | -13% | 0% | -9% | -11% | -4% | 0%
Pf growth 48h | 64%[activator] | x | 0% | 6% | -15% | u | -7% | -3% | -1% | 19%
HCV inhibitor | -8% | -9% | 6% | 22% | u | -18% | -2% | u | 8% | 0%
Pf growth 96h | 0% | u | 2% | 22% | x | 3.3µM* | u | u | u | 30%

(31) Cc1cc(C(=O)N2CCCC(N3CCN(c4cccc(C(F)(F)F)c4)CC3)C2)nn1C (stereo unspecified)
(32) CCn1nc(C(=O)NNC(=O)C2CSC3(C)CCC(=O)N23)c2ccccc2c1=O (stereo unspecified)
(33) CCC(=O)NCCc1nc2cc(NC(=O)COc3ccccc3)ccc2n1C
(34) Cc1cccc(-c2nc3ccccc3c(=O)n2N)c1
(35) CN(C)c1ccc(C2N(c3ccc(Cl)cc3)C(=O)C3CCCN32)cc1 (stereo unspecified)
(36) O=C(N/N=C\C=C\c1ccco1)c1cncc(Br)c1
(37) O=C(CN1CCN(CC(=O)c2ccc(F)cc2)CC1)Nc1ccccc1Cl
(38) CNC(=O)c1c[nH]c2ccc(S(=O)(=O)Nc3cccc(SC)c3)cc2c1=O
(39) CCOC(=O)c1cccc(C(=O)Oc2ccccc2)n1
(40) CCCCCCCCCCS(=O)(=O)N/N=C/c1ccccc1OC

Compound | 31 | 32 | 33 | 34 | 35 | 36 | 37 | 38 | 39 | 40
LmPK inh | 1% | x | 1% | -2% | -4% | 6% | 5% | -13% | -21% | 4%
Sm TGR inh | -2% | -4% | -6% | -13% | 0% | 18µM* | 14µM* | 13% | -5% | -2%
TbPYK inhibitor | -10% | 4% | -1% | 4% | 0% | -1% | -16% | -10% | -4% | -5%
Pf growth 48h | -12% | u | 87%[activator] | 35%[activator] | x | -1% | u | -3% | x | 19%
HCV inhibitor | -20% | -22% | 8% | 5% | 3% | -9% | 1% | -4% | 19% | 10%
Pf growth 96h | 63%[activator] | u | -19% | 20% | 13% | 11% | 85%[activator] | 58%[activator] | -22% | -4%

(41) CN1CCC(N(C)C(=O)/C=C/c2cn(-c3ccccc3)nc2-c2cccs2)CC1
(42) O=C(CN1C(=O)/C(=C/c2c(F)cccc2Cl)Oc2ccccc21)NCc1ccco1
(43) O=[N+]([O-])c1cc(Cl)ccc1NCCc1ccccn1
(44) COc1cccc(CNC(=O)CCC(=O)N2CCSc3ccccc32)c1OC
(45) O=C(c1ccccc1Cl)N(Cc1ccc(Br)cc1)N1C(=O)CCC1=O
(46) COc1cccc(-c2sc3ccc(OC)cc3c2-c2ccc(O)cc2)c1
(47) O=C(Nc1ccc(Nc2ccccc2)cc1)C(Cl)(Cl)Cl
(48) Cc1ccc2nc(-c3ccccn3)c(NC3CCCC3)n2c1
(49) CC(Oc1ccccc1)C(=O)OCC(=O)NC(=O)NCc1ccco1 (stereo unspecified)
(50) Cc1cc(C(=O)OCC(=O)N2CC(=O)Nc3ccccc32)c(C)n1-c1ccc(F)cc1

Compound | 41 | 42 | 43 | 44 | 45 | 46 | 47 | 48 | 49 | 50
LmPK inh | 4% | -2% | 3% | 0% | 0% | x | 2% | -1% | 3% | 0%
Sm TGR inh | -3% | -3% | -14% | 9% | -7% | 1% | -11% | -27% | -9% | -1%
TbPYK inhibitor | 2% | x | 1% | -1% | 3% | 1% | -11% | 3% | -14% | 3%
Pf growth 48h | 5.9µM* | u | 28% | 12% | -7% | u | u | -1% | -7% | 4.7µM*
HCV inhibitor | 7.9µM* | x | -14% | -16% | 22% | u | u | u | 17% | u
Pf growth 96h | u | 58%[activator] | 37%[activator] | u | 38%[5.75 µM] | u | u | 41%[activator] | -9% | 2.6µM*

(51) COc1ccc(Br)cc1CN1CCN(S(=O)(=O)Cc2ccccc2)CC1
(52) COCC1CCN(C(=O)CCc2nnc(C3(c4ccc(Cl)cc4)CCC3)o2)CC1
(53) CC(C)C[C@@]12C(=O)N(c3cccc(Cl)c3)C(=O)N1[C@H](c1ccc(F)cc1)[C@@H]1C(=O)N(C3CCCCC3)C(=O)[C@@H]12
(54) Cc1nc(NC(=O)c2cccs2)ccc1Br
(55) Cc1cn(C(=O)c2ccccc2)c(=S)n1-c1ccc(Br)cc1
(56) CC/C(=C\c1oc2cc3ccccc3cc2[n+]1CC)Nc1ccccc1
(57) Cc1cc(C)cc(C(=O)N2CCC(CCC(=O)NC3CC3)CC2)c1

Compound | 51 | 52 | 53 | 54 | 55 | 56 | 57
LmPK inh | 0% | 4% | x | u | 1% | 0% | 5%
Sm TGR inh | 3% | 0% | -2% | -4% | 0% | 20µM* | 1%
TbPYK inhibitor | -10% | 2% | 3% | 0% | -4% | 3% | -3%
Pf growth 48h | -5% | u | 4.1µM* | 319%[activator] | u | u | u
HCV inhibitor | u | x | 16% | u | -29% | 3% | 1%
Pf growth 96h | 3% | 0% | u | 22% | -11% | u | -19%
